RGS4 inh: RGS4 inhibitors, primary screen, cell-based, HEK293 M3R inducible RGS4, calcium flux; Regulator of G-protein signaling 4 (Homo sapiens), P49798; Fluo-4 calcium flux; stronger effect = higher value; triggered by carbachol at its EC20; B-score at 10 µM; actives 0.45% (n = 310,000); AID 463165, 2010;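 active means B-score, a plate-corrected calcium signal, over three deviations above library mean, with baseline fluorescence within five deviations of library mean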;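 further: RGS4 expression induced by doxycycline in cells with stable M3 receptor; B-score is computed from the integrated fluorescence ratio over baseline after carbachol; higher B-score means a larger calcium signal and so more RGS4 inhibition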
Target sequence (P49798 whole entry, looked up): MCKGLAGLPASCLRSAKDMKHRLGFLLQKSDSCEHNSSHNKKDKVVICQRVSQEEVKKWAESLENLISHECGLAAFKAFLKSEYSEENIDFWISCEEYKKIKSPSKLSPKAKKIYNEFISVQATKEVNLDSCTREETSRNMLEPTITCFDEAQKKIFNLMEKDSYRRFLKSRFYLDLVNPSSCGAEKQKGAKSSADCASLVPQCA
ANO1 block: TMEM16A chloride channel inhibitors, primary screen, cell-based, HTS; Anoctamin-1 (Mus musculus), Q8BHY3; HEK293 TMEM16A/YFP iodide influx fluorescence, ionomycin; normalized B-score (activity score, 25-100; higher = stronger inhibition) at 10 µM; actives 1.2% (n = 310,000);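 active means ratio plate-corrected score three or more library SD toward inhibition, starting fluorescence score within five deviations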;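 further: score derived from kinetic fluorescence span divided by baseline fluorescence per well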
HDAC3 inhib: HDAC3 deacetylase inhibitors, primary screen, biochemical, fluorescence, cell-free homogeneous | AID 2718, 2010 | inhibition, % at 8.3 µM | actives 0.15% (n = 320,000) | recombinant HDAC3, fluorogenic peptide/trypsin coupled | Histone deacetylase 3 (Homo sapiens), O15379; in the data active means inhibition above about 26%, passing the limit was not always enough; inconclusive means no clear call, values can overlap the other calls
Target sequence (O15379 whole entry, looked up): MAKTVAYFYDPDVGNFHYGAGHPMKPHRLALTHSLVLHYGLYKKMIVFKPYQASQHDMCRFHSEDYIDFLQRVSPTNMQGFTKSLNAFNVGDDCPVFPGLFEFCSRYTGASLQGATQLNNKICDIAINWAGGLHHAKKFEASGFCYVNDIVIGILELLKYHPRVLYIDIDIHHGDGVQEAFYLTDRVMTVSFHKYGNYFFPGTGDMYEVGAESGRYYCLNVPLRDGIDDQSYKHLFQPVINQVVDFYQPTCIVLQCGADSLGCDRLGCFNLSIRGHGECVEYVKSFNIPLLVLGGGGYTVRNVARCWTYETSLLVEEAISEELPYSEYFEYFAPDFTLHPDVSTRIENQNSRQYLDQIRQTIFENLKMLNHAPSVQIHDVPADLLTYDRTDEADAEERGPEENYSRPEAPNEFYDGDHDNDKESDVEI
MrgX1 antag: antagonists of human MrgX1 receptor, primary screen, HEK293 cells, Fluo-4 calcium flux; Mas-related G-protein coupled receptor member X1 (Homo sapiens), Q96LB2; BAM8-22 antagonism; stronger effect = lower value; B-score at 10 µM; actives 1.3% (n = 310,000);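 active means calcium-response B-score plate-corrected more than 3 library SD below zero, starting fluorescence within 5 deviations, no agonist response on first addition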;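 further: peak minus trough fluorescence over baseline after final BAM8-22 challenge near maximal dose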
Target sequence (Q96LB2 whole entry, looked up): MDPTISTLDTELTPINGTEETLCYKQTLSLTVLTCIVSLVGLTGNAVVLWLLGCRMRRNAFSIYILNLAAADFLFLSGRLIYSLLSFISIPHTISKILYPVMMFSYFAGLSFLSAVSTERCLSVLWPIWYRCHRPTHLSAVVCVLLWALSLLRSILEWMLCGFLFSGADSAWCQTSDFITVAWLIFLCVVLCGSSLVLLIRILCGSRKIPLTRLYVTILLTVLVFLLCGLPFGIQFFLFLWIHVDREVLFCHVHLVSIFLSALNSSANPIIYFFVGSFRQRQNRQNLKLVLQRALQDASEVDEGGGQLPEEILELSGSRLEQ
MrgX1 PAM: positive allosteric modulators of MrgX1, primary screen, HEK293 cells, Fluo-4 calcium flux. FDSS; stronger effect = higher value. B-score at 10 µM. Mas-related G-protein coupled receptor member X1 (Homo sapiens), Q96LB2. actives 0.63% (n = 310,000). AID 588675, 2011;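 active means plate-corrected calcium response at least 3 library SD above typical, normal starting fluorescence, not activating the receptor alone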;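 further: compound read alongside a low EC10 to EC30 dose of BAM8-22 agonist; peak minus trough fluorescence over baseline measured at the second addition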
SKKanGAS inh: S. pyogenes SKKanGAS growth inhibitors in kanamycin, primary screen, streptokinase expression inhibitor project, SKKanGAS strain, BacTiter-Glo luminescence. AID 1662, 2009. 6 h. inhibition, % at 7.5 µM. actives 1.3% (n = 300,000);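 active means mean replicate score, as percent of positive control median, at least 50; inconclusive means mean below 50 but one replicate at or above 50; inactive means mean and every replicate below 50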;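 further: strain carries kanamycin resistance gene driven by streptokinase promoter and grows in 40 µg/ml kanamycin; loss of luminescence reflects streptokinase promoter inhibition or plain growth inhibition; 0% = median of DMSO wells and 100% = positive control at its reference dose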
TMEM16A act: TMEM16A chloride channel activators or potentiators, primary screen, cell-based, HTS. Anoctamin-1 (Mus musculus), Q8BHY3. HEK293 TMEM16A/YFP-H148Q/I152L, iodide quench fluorescence; stronger effect = lower value. B-score at 10 µM. actives 0.3% (n = 340,000). AID 623877, 2012;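 active means fluorescence-ratio B-score plate-corrected deviation score at least 3 library SD below zero, with starting fluorescence score within 5 deviations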;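 further: channel opened by trigger with iodide after compound preincubation; score built on the fluorescence ratio of max minus min over baseline; more negative score means more quench and so TMEM16A activation or potentiation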
RGS4 act: RGS4 potentiators or activators, primary screen, cell-based, HEK293 M3R inducible RGS4, calcium flux | B-score at 10 µM | actives 0.92% (n = 310,000) | carbachol calcium flux Fluo4; stronger effect = lower value;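 active means B-score of the integrated calcium signal more than 4 SD below the library mean, with starting fluorescence not abnormally high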;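 further: negative B-score means reduced calcium response which marks RGS4 activation or potentiation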
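Material: M3R-expressing HEK293 line, RGS4 induced by doxycycline | Schedule: Overnight RGS4 induction, 30 min dye load 37 °C, 20 min compound RT | Measured by: Fluo4 fluorescence kinetic imaging of calcium | Read-out: Integrated calcium ratio converted to B score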
TRPC6 act: mouse TRPC6 channel activators, primary screen, cell-based, HEK293, membrane potential dye. HEK293-TRPC6 membrane potential dye fluorescence; stronger effect = higher value. B-score at 10 µM. actives 0.13% (n = 310,000);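 active means B-score of the integrated fluorescence ratio above library mean plus 3 SD, and starting fluorescence ratio within library mean plus 5 SD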;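 further: higher score means more depolarization so channel activation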
TRPC6 inh: mouse TRPC6 channel inhibitors, primary screen, cell-based, HEK293, membrane potential dye; actives 1.1% (n = 310,000); B-score at 10 µM; ACh-evoked depolarization; stronger effect = lower value; Short transient receptor potential channel 6 (Mus musculus), Q61143;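 active means B-score under library mean minus 3 SD, initial fluorescence not abnormally high, positive integrated signal ratio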;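 further: B-score derived from integrated fluorescence ratio over the kinetic read; more negative B-score means stronger inhibition of depolarization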
MrgX1 agonist: agonists of human MrgX1 receptor, primary screen, HEK293 cells, Fluo-4 calcium flux; Mas-related G-protein coupled receptor member X1 (Homo sapiens), Q96LB2; Fluo-4 calcium fluorescence, agonist mode; stronger effect = higher value; B-score at 10 µM; actives 0.44% (n = 310,000); AID 588627, 2011;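 active means calcium response B-score plate-corrected fluorescence ratio at least 3 library SD, with starting fluorescence B-score inside 5 SD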
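Test system: HEK293 cells stably expressing human MrgX1 receptor; Input: fifteen thousand cells per well; Dosing: compound delivered in addition one of three; Schedule: overnight seeding, then 1 h dark dye loading; Technique: Fluo-4 NW calcium fluorescence; Measure: B-scored fluorescence response ratio; Controls: positive and negative controls per plate.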
* marks the source's active call; other numbers are inactive results. Compounds as they come; overall some 6.7% were active at least once.

What do the screens show for `COC(=O)c1cc2oc3ccccc3c2n1CC(=O)Nc1ccccc1OC`?
RGS4 inh: inactive; ANO1 block: inactive; HDAC3 inhib: 1.0; MrgX1 antag: inactive; MrgX1 PAM: inactive; SKKanGAS inh: -3.3; TMEM16A act: inactive; RGS4 act: inactive; TRPC6 act: inactive; TRPC6 inh: inactive; MrgX1 agonist: inactive

What do the screens show for `Cc1ccc(C(C)(C)NC(=O)C2CCC(=O)N(C3CCCCCC3)C2)cc1` (stereo not drawn)?
RGS4 inh: inactive; ANO1 block: inactive; HDAC3 inhib: 3.8; MrgX1 antag: inactive; MrgX1 PAM: inactive; SKKanGAS inh: -2.3; TMEM16A act: inactive; RGS4 act: inactive; TRPC6 act: inactive; TRPC6 inh: inactive; MrgX1 agonist: inactive

Results for CC(=O)c1c(C)[nH]c(C(=O)O)c1C ?
RGS4 inh: inactive; ANO1 block: inactive; HDAC3 inhib: -5.1; MrgX1 antag: inactive; MrgX1 PAM: inactive; SKKanGAS inh: 3.4; TMEM16A act: inactive; RGS4 act: inactive; TRPC6 act: inactive; TRPC6 inh: inactive; MrgX1 agonist: inactive

Results for Cn1c(=O)c2c(nc(CN3CCC(C(N)=O)CC3)n2Cc2c(F)cccc2Cl)n(C)c1=O ?
RGS4 inh: inactive; ANO1 block: inactive; HDAC3 inhib: -0.4; MrgX1 antag: inactive; MrgX1 PAM: inactive; SKKanGAS inh: 4.8; TMEM16A act: inactive; RGS4 act: inactive; TRPC6 act: inactive; TRPC6 inh: inactive; MrgX1 agonist: inactive

How did N#Cc1nc(-c2cccs2)oc1NCc1ccccc1 do in these assays?
RGS4 inh: inactive; ANO1 block: inactive; HDAC3 inhib: -129.3; MrgX1 antag: inactive; MrgX1 PAM: inactive; SKKanGAS inh: 5.0; TMEM16A act: inactive; RGS4 act: inactive; TRPC6 act: inactive; TRPC6 inh: inactive; MrgX1 agonist: inactive

Results for CCn1cc(C(=O)NCc2ccc3c(c2)OCO3)c(=O)c2cc(F)c(N3CCN(C(=O)c4ccco4)CC3)cc21 ?
RGS4 inh: inactive; ANO1 block: inactive; HDAC3 inhib: -9.1; MrgX1 antag: inactive; MrgX1 PAM: inactive; SKKanGAS inh: 53.5*; TMEM16A act: inactive; RGS4 act: inactive; TRPC6 act: inactive; TRPC6 inh: inactive; MrgX1 agonist: inactive

How did Nc1c(C(=O)NCCN2CCOCC2)c2nc3ccccc3nc2n1CCc1ccccc1 do in these assays?
RGS4 inh: inactive; ANO1 block: inactive; HDAC3 inhib: -20.4; MrgX1 antag: inactive; MrgX1 PAM: inactive; SKKanGAS inh: -1.7; TMEM16A act: inactive; RGS4 act: inactive; TRPC6 act: inactive; TRPC6 inh: inactive; MrgX1 agonist: inactive

How did c1cc2ccc3ccc(-n4cnnn4)c4ccc(c1)c2c34 do in these assays?
RGS4 inh: inactive; ANO1 block: inactive; HDAC3 inhib: -1.9; MrgX1 antag: inactive; MrgX1 PAM: inactive; SKKanGAS inh: 4.8; TMEM16A act: inactive; RGS4 act: inactive; TRPC6 act: inactive; TRPC6 inh: inactive; MrgX1 agonist: inactive

What do the screens show for `O=C(CC1C(=O)OCN1C(=O)OCc1ccccc1)OCC(=O)c1ccccc1` (stereo not drawn)?
RGS4 inh: inactive; ANO1 block: inactive; HDAC3 inhib: 0.2; MrgX1 antag: inactive; MrgX1 PAM: inactive; SKKanGAS inh: 3.4; TMEM16A act: inactive; RGS4 act: inactive; TRPC6 act: inactive; TRPC6 inh: inactive; MrgX1 agonist: inactive

How did c1csc(C(c2nnnn2C2CCCC2)N2CCCC3(CCCCC3)C2)c1 (stereo not drawn) do in these assays?
RGS4 inh: inactive; ANO1 block: inactive; HDAC3 inhib: 5.8; MrgX1 antag: inactive; MrgX1 PAM: inactive; SKKanGAS inh: 32.8; TMEM16A act: inactive; RGS4 act: inactive; TRPC6 act: inactive; TRPC6 inh: inactive; MrgX1 agonist: inactive

How did O=C(CCn1c(=O)c2ccccc2n(Cc2cc(=O)n3ccccc3n2)c1=O)NCc1ccco1 do in these assays?
RGS4 inh: inactive; ANO1 block: inactive; HDAC3 inhib: -2.5; MrgX1 antag: inactive; MrgX1 PAM: inactive; SKKanGAS inh: -1.0; TMEM16A act: inactive; RGS4 act: inactive; TRPC6 act: inactive; TRPC6 inh: inactive; MrgX1 agonist: inactive

What do the screens show for `CN(CC(=O)NC1CC1)S(=O)(=O)c1ccc(F)cc1`?
RGS4 inh: inactive; ANO1 block: inactive; HDAC3 inhib: -0.6; MrgX1 antag: inactive; MrgX1 PAM: inactive; SKKanGAS inh: -0.9; TMEM16A act: inactive; RGS4 act: inactive; TRPC6 act: inactive; TRPC6 inh: inactive; MrgX1 agonist: inactive

How did O=C(c1ccc(S(=O)(=O)c2ccc(Cl)cc2)cc1)N1CCOCC1 do in these assays?
RGS4 inh: inactive; ANO1 block: inactive; HDAC3 inhib: -1.0; MrgX1 antag: inactive; MrgX1 PAM: inactive; SKKanGAS inh: 5.0; TMEM16A act: inactive; RGS4 act: inactive; TRPC6 act: inactive; TRPC6 inh: inactive; MrgX1 agonist: inactive

How did CCn1cc(S(=O)(=O)N2CCCC2)cn1 do in these assays?
RGS4 inh: inactive; ANO1 block: inactive; HDAC3 inhib: -1.4; MrgX1 antag: inactive; MrgX1 PAM: inactive; SKKanGAS inh: -2.5; TMEM16A act: inactive; RGS4 act: inactive; TRPC6 act: inactive; TRPC6 inh: inactive; MrgX1 agonist: inactive

Results for COC(=O)c1cc(Cl)c(NC(=O)c2ccc(F)cc2)cc1OC ?
RGS4 inh: inactive; ANO1 block: inactive; HDAC3 inhib: 8.5; MrgX1 antag: inactive; MrgX1 PAM: inactive; SKKanGAS inh: 24.6; TMEM16A act: inactive; RGS4 act: inactive; TRPC6 act: inactive; TRPC6 inh: inactive; MrgX1 agonist: inactive

What do the screens show for `COc1ccc(-c2cc(-c3ccccc3)nc(-c3ccc4c(c3)NC(=O)CO4)c2)cc1`?
RGS4 inh: inactive; ANO1 block: inactive; HDAC3 inhib: -3.1; MrgX1 antag: -5.86*; MrgX1 PAM: inactive; SKKanGAS inh: 38.1; TMEM16A act: inactive; RGS4 act: inactive; TRPC6 act: inactive; TRPC6 inh: inactive; MrgX1 agonist: inactive

How did Nc1ncnc2c1ncn2[C@@H]1O[C@H](COP(=O)(O)OP(=O)(O)OP(=O)(O)O)[C@@H](O)[C@H]1O do in these assays?
ANO1 block: inactive; HDAC3 inhib: 0.0; MrgX1 antag: inactive; MrgX1 PAM: inactive; TMEM16A act: inactive; MrgX1 agonist: 44.6*

Results for CCOc1ccc(CCNC(=O)c2cccnc2N2CCCC2)cc1OCC ?
RGS4 inh: inactive; ANO1 block: inactive; HDAC3 inhib: 6.5; MrgX1 antag: inactive; MrgX1 PAM: inactive; SKKanGAS inh: -1.8; TMEM16A act: inactive; RGS4 act: inactive; TRPC6 act: inactive; TRPC6 inh: inactive; MrgX1 agonist: inactive

What do the screens show for `O=C(O)Cn1c(=O)c2c3c(sc2n(Cc2ccc(Cl)cc2Cl)c1=O)CCCC3`?
RGS4 inh: inactive; ANO1 block: inactive; HDAC3 inhib: 2.1; MrgX1 antag: inactive; MrgX1 PAM: inactive; SKKanGAS inh: 30.7; TMEM16A act: inactive; RGS4 act: inactive; TRPC6 act: inactive; TRPC6 inh: inactive; MrgX1 agonist: inactive

Results for COC(=O)C(C)Sc1nc2c(c(=O)n1-c1ccccc1)SCC2 (stereo not drawn) ?
RGS4 inh: inactive; ANO1 block: inactive; HDAC3 inhib: 3.3; MrgX1 antag: inactive; MrgX1 PAM: inactive; SKKanGAS inh: -7.9; TMEM16A act: inactive; RGS4 act: inactive; TRPC6 act: inactive; TRPC6 inh: inactive; MrgX1 agonist: inactive

How did O=C(CCCn1c(=S)[nH]c2ccccc2c1=O)N1CCCCC1 do in these assays?
RGS4 inh: inactive; ANO1 block: inactive; HDAC3 inhib: -5.6; MrgX1 antag: inactive; MrgX1 PAM: inactive; SKKanGAS inh: -9.6; TMEM16A act: inactive; RGS4 act: inactive; TRPC6 act: inactive; TRPC6 inh: inactive; MrgX1 agonist: inactive

Results for CC1CCCCN1CCNC(=O)CN1C(=O)COc2ccccc21 (stereo not drawn) ?
RGS4 inh: inactive; ANO1 block: inactive; HDAC3 inhib: -2.9; MrgX1 antag: inactive; MrgX1 PAM: inactive; SKKanGAS inh: -2.1; TMEM16A act: inactive; RGS4 act: inactive; TRPC6 act: inactive; TRPC6 inh: inactive; MrgX1 agonist: inactive

Results for O=C(NC1CCCCCC1)c1ccc(=O)n(Cc2ccccc2)n1 ?
RGS4 inh: inactive; ANO1 block: inactive; HDAC3 inhib: 0.3; MrgX1 antag: inactive; MrgX1 PAM: inactive; SKKanGAS inh: -15.1; TMEM16A act: inactive; RGS4 act: inactive; TRPC6 act: inactive; TRPC6 inh: inactive; MrgX1 agonist: inactive

Results for C/C(=N/Nc1ccnc2cc(Cl)ccc12)c1ccc(N)cc1 ?
RGS4 inh: inactive; ANO1 block: inactive; HDAC3 inhib: inconclusive; MrgX1 antag: inactive; MrgX1 PAM: inactive; SKKanGAS inh: 2.8; TMEM16A act: inactive; RGS4 act: inactive; TRPC6 act: inactive; TRPC6 inh: inactive; MrgX1 agonist: inactive

What do the screens show for `O=C(Nc1cccc(S(=O)(=O)N2CCCCC2)c1)c1cc([N+](=O)[O-])ccc1N1CCOCC1`?
RGS4 inh: inactive; ANO1 block: inactive; HDAC3 inhib: -1.0; MrgX1 antag: inactive; MrgX1 PAM: inactive; SKKanGAS inh: -3.4; TMEM16A act: inactive; RGS4 act: inactive; TRPC6 act: inactive; TRPC6 inh: inactive; MrgX1 agonist: inactive

How did Cc1cc(NC(=O)c2ccc(F)cc2)n(-c2ccccc2)n1 do in these assays?
RGS4 inh: inactive; ANO1 block: inactive; HDAC3 inhib: -6.2; MrgX1 antag: inactive; MrgX1 PAM: inactive; SKKanGAS inh: 5.6; TMEM16A act: inactive; RGS4 act: inactive; TRPC6 act: inactive; TRPC6 inh: inactive; MrgX1 agonist: inactive

Screening results deposited in PubChem BioAssay by several laboratories.
